proKLK7 act: proKLK7 zymogen activators, primary screen, biochemical, fluorescence intensity. activation, % at 7 µM. purified proKLK7, EDANS-DABCYL substrate fluorescence; 100% is mature enzyme control, 0% vehicle. 370,000 compounds, 0.9% hits. Kallikrein-7 (Homo sapiens), P49862;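 active = activation above the mean of all tested compounds plus 3 SD, computed per campaign excluding outliers beyond control limits, cut at about 13% in these data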
Target sequence (P49862 whole entry, looked up): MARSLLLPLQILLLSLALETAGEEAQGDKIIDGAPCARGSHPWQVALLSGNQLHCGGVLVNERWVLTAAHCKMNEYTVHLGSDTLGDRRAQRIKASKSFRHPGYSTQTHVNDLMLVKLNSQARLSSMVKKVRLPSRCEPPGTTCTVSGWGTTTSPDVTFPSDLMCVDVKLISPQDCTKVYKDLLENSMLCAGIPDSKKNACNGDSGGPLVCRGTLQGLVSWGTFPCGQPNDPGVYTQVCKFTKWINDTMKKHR
GAA850 FXN act: FXN promoter activators, primary screen, cell-based, luciferase luminescence, HEK293 lucGAA850 | HEK293 lucGAA850 FXN promoter luciferase reporter, 24 h; percent of 10 µM SAHA response | 360,000 compounds, 0.56% hits | activation, % at 6 µM;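 active = activation above the average of all compounds screened plus 3 SD, cutoff fixed separately per campaign, cut at about 7.5% in these data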;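 also: 0% = DMSO wells and 100% = 10 µM SAHA wells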
sPLA2-III inh: human group III sPLA2 inhibitors, primary screen, biochemical, QFRET, BODIPY PC-A2 liposome substrate; QFRET BODIPY PC-A2 liposome hydrolysis, fluorescence; inhibition, % at 12.2 µM; 370,000 compounds, 0.56% hits; AID 743126, 2013;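 active = inhibition above mean plus 3 SD of compounds lying within the high and low control bounds, cut at about 19% in these data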;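 also: 0% = median of test compound wells and 100% = no enzyme DMSO wells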
GC-A act: GC-A stimulated cGMP production enhancers – HEK293 GC-A cells, cGMP TR-FRET, EC30 ANP, primary screen | 0% at EC30 ANP, 100% saturating ANP | activation, % at 10 µM | 370,000 compounds, 0.14% hits; in the data active = activation above about 40%
DDE Tn6 FP inh: inhibitors of Tn6 peptide binding to fibrin DD(E), primary screen, biochemical, fluorescence polarization, human fibrin, Tn6 probe; Fibrinogen beta chain (Homo sapiens), P02675; Fibrin DD(E) TRITC-Tn6 fluorescence polarization displacement; inhibition, % at 8.3 µM; 370,000 compounds, 0.21% hits; AID 720509, 2013;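 active = inhibition above a per-campaign cutoff: mean of compounds within control limits plus 3 SD, cut at about 15% in these data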;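 also: 0% = median of all compound wells on the plate and 100% = blocking peptide control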
ASAP1 GAP inh: inhibitors of human ASAP1 ArfGAP activity, primary screen, biochemical, fluorescence polarization; inhibition, % at 16.5 µM; Arf-GAP with SH3 domain, ANK repeat and PH domain-containing protein 1 (Homo sapiens), …; 360,000 compounds, 0.19% hits; ASAP1-stimulated ARF1 GTP hydrolysis, GDP FP detection; in the data active = inhibition above about 25%;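 also: 0% = vehicle with enzyme and substrate and 100% = no enzyme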
ADAM10 inh: human ADAM10 inhibitors, primary screen, biochemical, QFRET, HTS. recombinant ADAM10, EDANS/DABCYL FRET peptide cleavage, 3 h. inhibition, % at 7 µM. Disintegrin and metalloproteinase domain-containing protein 10 (Homo sapiens), O14672. 370,000 compounds, 0.62% hits;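 active = inhibition above a per-campaign cutoff equal to the mean of compounds falling between control-based bounds plus 3 SD, cut at about 20% in these data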;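 also: 0% = DMSO wells while the 100% control is not disclosed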
Target sequence (O14672 214-748 limits assumed): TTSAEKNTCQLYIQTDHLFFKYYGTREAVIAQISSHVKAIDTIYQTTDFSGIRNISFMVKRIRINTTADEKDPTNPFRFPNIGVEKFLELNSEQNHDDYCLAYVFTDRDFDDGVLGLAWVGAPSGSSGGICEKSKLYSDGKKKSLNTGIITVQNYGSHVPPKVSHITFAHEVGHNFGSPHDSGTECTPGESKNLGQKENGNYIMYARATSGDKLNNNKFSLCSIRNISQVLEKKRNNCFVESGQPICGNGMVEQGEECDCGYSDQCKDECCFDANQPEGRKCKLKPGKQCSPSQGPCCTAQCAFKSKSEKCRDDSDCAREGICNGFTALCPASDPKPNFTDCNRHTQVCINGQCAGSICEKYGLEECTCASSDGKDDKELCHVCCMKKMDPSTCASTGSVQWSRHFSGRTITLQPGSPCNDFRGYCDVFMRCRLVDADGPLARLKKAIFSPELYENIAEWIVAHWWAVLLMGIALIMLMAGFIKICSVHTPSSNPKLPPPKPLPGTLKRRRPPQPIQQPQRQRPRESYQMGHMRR
rCAG binder: binders of r(CAG) RNA repeats, primary screen, biochemical, fluorescence. r(CAG) RNA repeat, TO-PRO-1 dye displacement fluorescence. inhibition, % at 3 µM. AID 651821, 2012. 370,000 compounds, 1.3% hits;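 active = inhibition above the plate cutoff, the mean of all test compounds on that plate plus 3 SD, cut at about 35% in these data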;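 also: 0% = DMSO alone and 100% = 100 µM mitoxantrone as full dye displacement; higher means more dye released from RNA so lower well fluorescence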
ARFGAP1 inhibitor: inhibitors of rat ARFGAP1 GAP activity, primary screen, biochemical, fluorescence polarization, GDP tracer | Arfgap1-stimulated ARF1 GTP hydrolysis, GDP FP detection | AID 651572, 2012 | 360,000 compounds, 0.26% hits | inhibition, % at 16.5 µM;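 active = inhibition above a per-plate limit, mean inhibition of low control wells plus 3 SD, cut at about 25% in these data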;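 also: 0% = DMSO wells with enzyme and 100% = wells lacking Arfgap1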
Target sequence (Q62848 1-136 limits assumed): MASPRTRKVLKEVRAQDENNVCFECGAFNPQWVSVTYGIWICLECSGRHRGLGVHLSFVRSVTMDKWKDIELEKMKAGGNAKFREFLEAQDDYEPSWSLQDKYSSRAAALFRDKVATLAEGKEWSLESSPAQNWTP
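Material: rat Arfgap1 GAP domain (His6, aa 1-136), purified enzyme. Also added: human ARF1(Δ1-17)-GTP substrate. Compound dosing: 16.5 µM single point, 1.26% DMSO. Timing: enzyme reaction 120 min at 25 °C after 20 min preincubation. Signal: GDP detection by fluorescence polarization. Read-out basis: percent inhibition of GAP-stimulated GDP formation, scaled between DMSO and no-Arfgap1 medians.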
GC-B act: human GC-B receptor activators, primary screen, HEK293 GC-B cells, cGMP TR-FRET, EC30 CNP; 370,000 compounds, 0.11% hits; activation, % at 10 µM; 0% at EC30 CNP, 100% saturating CNP; Atrial natriuretic peptide receptor 2 (Homo sapiens), P20594; AID 1920062, 2024;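 active = activation at 10 µM reaching about 35% in either raw or pattern-adjusted values, limit read from the data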
* hit, by the source's call; i = inactive; . = no result given; & = joins results of further samples.

SMILES	proKLK7 act	GAA850 FXN act	sPLA2-III inh	GC-A act	DDE Tn6 FP inh	ASAP1 GAP inh	ADAM10 inh	rCAG binder	ARFGAP1 inhibitor	GC-B act
CCOc1ccc(N(CC(=O)Nc2cc(OC)cc(OC)c2)S(=O)(=O)c2c(C)[nH]c(=O)[nH]c2=O)cc1	0.3	0.7	-23	2	-7	-2	-2	30	-3	1
CC1=CC(C)(C)NC(=S)N1c1ccccc1C	0.5&0.2	1.9&2.2	17&18	5&-1	5&7	-21&1	-10&-4	0&-2	-2&12	-1&1
COc1ccc(S(=O)(=O)Oc2ccc3cccc(N)c3c2)cc1	0.5	-1.7	-37	0	8	-3	0	11	-3	3
O=C(O)C1CCCCN1S(=O)(=O)c1ccc(Cl)s1 (stereo not drawn)	-0.3	-0.2	13	1	6	-9	-14	2	-6	3
COc1ccc(C(=O)Nc2c(C(C)(C)C)nn(C)c2C(C)(C)C)cc1	-0.1	1.5	-1	0	-4	7	6	-2	4	0
O=C(NN1C(=O)C2C(C1=O)C1C=CC2C12CC2)c1ccccc1Cl (stereo not drawn)	0.5	3.4	2	0	-3	-5	0	1	-4	-2
Cc1ccc(C)c(S(=O)(=O)N(C)c2ccc(OC(=O)CN3C(=O)NC4(CCCC4)C3=O)cc2)c1	0.1	0.8	-7	1	3	1	-5	1	-7	1
COc1ccc2cc3cc(C(=O)Nc4ccc5c(c4)OCCO5)oc3nc2c1	-3.4	-0.9	4	9	-1	-1	-44	3	3	-8
O=C(NNS(=O)(=O)c1ccccc1)C1CCN(S(=O)(=O)c2ccccc2)CC1	0.1	-1.7	-7	-2	-5	7	2	3	1	-1
O=S(=O)(Nc1ccc(-c2cn3cccnc3n2)cc1)c1ccccc1	65*	1.8	2	-1	-1	0	i	4	-5	2
O=C(O)CC1NC(=O)N(c2ccccc2)C1=O (stereo not drawn)	0.5	.	3	-1	-4	11	-3	1	14	6
COc1cccc(C(=O)c2ccncc2C(=O)O)c1OC	-0.1	1.7	2	1	0	3	-11	1	11	-2
NS(=O)(=O)c1ccc(-n2ncc3c(=O)[nH]c(SCC(=O)Nc4nccs4)nc32)cc1	0.6	-0.9	4	-2	-9	2	-11	7	4	-3
COc1ccc([C@H]2CC(=O)C=C(c3cc(Cl)ccc3OC)C2)cc1	-1.8	-2.9	-7	-1	-11	1	9	1	-2	0
CC(C)CCn1c(=O)c2sccc2n2c(CCCC(=O)N3CCN(c4ccccn4)CC3)nnc12	-0.3	-4.1	-3	1	-1	9	-6	-9	1	-2
CN(Cc1cccc(F)c1)C(=O)CNS(=O)(=O)c1ccc2ccccc2c1	0.2	-2.9	7	-1	5	-10	3	-1	-1	-4
CN(C)C(=O)CCSc1nnc(-c2ccncc2)o1	0.0	-0.5	3	4	-2	-8	9	3	7	5
CCCN(CCC)CC(O)CN1C(=O)N(CN2C(=O)N(CC(O)CN(CCC)CCC)C(=O)C2(C)C)C(C)(C)C1=O (stereo not drawn)	0.5	2.2	-2	3	2	-6	1	-7	2	-2
O=[N+]([O-])c1ccc(Nc2ccccn2)c([N+](=O)[O-])c1	0.0	0.5	4	0	4	-5	3	2	2	2
CCCCCC(=O)Nc1nc2ccccc2[nH]1	0.1	1.5	4	0	6	2	2	7	0	2
O=C(O)c1cccc(NC(=O)c2cn(-c3ccccc3)nc2-c2ccc([N+](=O)[O-])cc2)c1	-0.3	0.9	2	1	-2	13	2	14	6	-8
COc1ccc(N(C(=O)c2snc(C(N)=O)c2N)C(C(=O)NCc2ccccc2)c2ccc(O)cc2)cc1 (stereo not drawn)	0.4	-0.2	-8	0	2	2	-6	12	11	-4
C/C(=N\Nc1ccc(Cl)c(C(=O)O)c1)c1ccccn1	-0.2	2.9	2	1	-5	-9	-4	5	4	-1
OC1(C#CCN2CCOCC2)CCCCC1	0.1	1.8	5	1	-5	-1	-2	-2	-1	1
CCOC(=O)c1c(C)[nH]c(N=Nc2ccccc2)c1C	-0.2	5.4	-6	6	5	-2	18	3	-4	-3
COc1ccc(N2CCN(C(=O)C3CCCN(S(=O)(=O)c4c(C)noc4C)C3)CC2)cc1 (stereo not drawn)	1.0	2.5	2	-3	1	4	-3	-5	10	5
CC(=O)Nc1ccc2nc(NS(=O)(=O)c3ccc(C)cc3)sc2c1	-0.3	0.2	-11	0	-2	16	-9	20	2	-8
COC(=O)c1ccc(/C=C2/C(=O)Oc3ccccc32)cc1	-0.4	-0.6	-1	0	1	6	0	5	4	-18
Cc1cc(=O)cc(C)n1-c1ccc2c(c1)nc(C)n2-c1ccccc1	-0.4	3.8	15	-3	-2	-10	2	-5	-3	-2
Cc1ccc(-c2nnc(COC(=O)c3cccs3)o2)cc1	-0.1	3.6	1	1	0	-5	-9	-6	6	-4
CCOC(=O)C1=C(C)NC2=C(C(=O)c3ccccc32)C1c1cccnc1 (stereo not drawn)	0.6	-0.6	17	3	-1	-10	-8	3	-1	7
CC(=O)Nc1ccc(S(=O)(=O)NCC(=O)OCC(=O)c2cc(C)n(-c3ccc4c(c3)OCO4)c2C)cc1	1.3	2.3	-17	2	-11	-4	-2	10	16	-5
COc1cc(/C=C(/C#N)c2nc(-c3cc4ccccc4oc3=O)cs2)cc([N+](=O)[O-])c1O	0.0	.	-1	4	-4	5	-2	11	1	-6
C[C@H](CO)N1C[C@H](C)[C@@H](CN(C)Cc2ccc(Cl)c(Cl)c2)OCCCC[C@H](C)Oc2ccc(NC(=O)CCC(F)(F)F)cc2C1=O	0.1	-3.1	-11	-4	0	3	10	6	7	-3
Oc1ccc(N=Nc2nc(-c3ccccc3)c(-c3ccccc3)[nH]2)cc1	-0.9	-2.0	-8	-17	0	3	4	9	1	-11
COc1ccc(CN(CCNC(=O)CCCCC(=O)NCCN(Cc2ccc(OC)cc2)C(C)C)C(C)C)cc1	0.3	0.3	-6	-7	8	-10	-5	-14	1	-4
COc1ccc(S(=O)(=O)N2N=C(c3ccc(NS(C)(=O)=O)cc3)CC2c2ccco2)cc1 (stereo not drawn)	-0.2	0.9	-17	-18	1	9	-1	9	2	-11
Cc1cc(C)cc(N(C(=O)CNS(=O)(=O)c2ccccc2)C(C(=O)NCc2ccccc2)c2ccc(C)o2)c1 (stereo not drawn)	0.0	0.1	-10	2	0	3	4	0	11	3
C=C(C)c1ccccc1	0.2	-0.9	-9	1	-5	2	-3	1	-3	-10
CCn1c(=O)cc(SCC(=O)Nc2cccc(SC)c2)c2ccccc21	-0.2	-0.7	-1	2	-7	0	-47	-1	-16	7

Copied from the list:
O=C(O)CC1NC(=O)N(c2ccccc2)C1=O (stereo not drawn) @ proKLK7 act = 0.5
CN(C)C(=O)CCSc1nnc(-c2ccncc2)o1 @ sPLA2-III inh = 3

The listing continues.
SMILES	proKLK7 act	GAA850 FXN act	sPLA2-III inh	GC-A act	DDE Tn6 FP inh	ASAP1 GAP inh	ADAM10 inh	rCAG binder	ARFGAP1 inhibitor	GC-B act
C/C(=N\NC(=S)Nc1cccc(C)c1)c1ccccc1	-2.7	2.9	-1	-1	-5	11	-10	2	-5	2
CC(C)(C)OC(=O)NCCOC(=O)c1[nH]cnc1C(=O)NCc1ccccc1	-0.4	2.5	-20	-3	6	0	11	-5	7	-12
COc1cc2[nH]c(=O)n(CCC(=O)NCCCN3CCN(c4ccccc4F)CC3)c(=O)c2cc1OC	0.2	1.1	-2	2	-3	1	-21	-7	-11	3
Cc1ccc(C)c(N(CC(=O)NC2CCCCC2)C(=O)c2snc(C(N)=O)c2N)c1	-0.6	0.9	-4	-2	0	0	-187	0	9	8
O=C(COC(=O)c1ccccc1Nc1ccccc1F)c1ccccc1	-1.9	-1.5	5	0	-5	-3	-7	-1	-2	2
Cc1cc(NC(=O)CSc2nnc(C3CC3)n2N)c([N+](=O)[O-])cc1C	-0.3	2.7	3	-6	-2	1	7	0	5	-2
COc1cccc(C(=O)COC(=O)C(C)N2C(=O)c3ccccc3C2=O)c1 (stereo not drawn)	1.2	0.9	2	1	8	8	-2	-6	-3	1
O=C(NCC1CCCN1S(=O)(=O)c1cccs1)c1ccccc1F (stereo not drawn)	-0.3	2.3	-3	-2	0	-7	4	4	-4	0
O=C(Cc1ccccc1F)OCN1C(=O)c2ccccc2C1=O	1.1	1.0	9	0	-7	-3	-15	-3	10	-1
CC(=O)Nc1cccc(/C(C)=N/NS(=O)(=O)c2ccc(C)cc2)c1	0.2	-0.2	-2	-4	-4	2	-3	0	15	-2
Nc1ncnc2c1C1(CCCCC1)Cc1ccccc1-2	0.9	-0.6	0	-8	1	1	-39	-4	7	-13
CC(=NNC(=S)N1CCCCCC1)c1ccccn1	-0.3	-4.1	2	0	5	-14	-29	1	-8	3
Cc1cc(N2CCN(C(=O)c3ccco3)CC2)n2ncnc2n1	-0.8	0.6	11	-1	2	-2	2	-3	-5	0
Cc1ccccc1NC(=O)CN1C(=O)CSc2ccccc21	0.7	1.2	3	3	2	-5	8	2	-4	-1
COc1ccc(C(=O)N[C@H](C(=O)Nc2ccc(OC)nc2)C(C)C)cc1	0.4	3.4	0	0	5	-4	2	-6	4	-2
COc1cc2c(cc1OC)CN(CC(=O)Nc1ccc(F)cc1)CC2	3.4	1.5	0	0	-1	15	-41	3	-5	4
Clc1ccc(Cn2nnc(-c3ccc(N4CCOCC4)cc3)n2)cc1	0.3	1.2	10	-2	-5	7	-8	-2	15	0
O=C(Nc1ccccc1F)c1ccc(CSc2ncccn2)cc1	0.3	6.0	4	-2	5	-1	-4	-3	11	-6
COC(=O)[C@H](CC(C)C)N(Cc1cn(CC2CCCCC2)nn1)S(=O)(=O)c1ccc(F)cc1Br	0.6	.	4	1	-1	.	11	4	.	3
Cc1nc(N2CCOCC2)nc(N2CCN(c3ccccc3)CC2)c1[N+](=O)[O-]	-0.2	0.7	-6	-2	-2	2	4	2	-4	-2
CSc1nnc(C(C)c2ncc(C(F)(F)F)cc2Cl)n1C (stereo not drawn)	0.3	-0.4	3	1	-4	-7	-6	-1	-1	-2
CC(=O)Nc1ccc(/C=C/c2ccc3c([N+](=O)[O-])cccc3n2)cc1	0.1	1.2	-4	2	9	-7	-4	2	20	5
Cc1nc(-c2ccc(F)cc2)c(CC(=O)N(C)CC(=O)Nc2cccc(F)c2)s1	0.0	0.2	-3	-2	2	8	-1	1	9	5

Compound activity as filed in PubChem BioAssay.
